SW480 rereplic = DNA re-replication induction in SW480 cells; SW480 DNA re-replication, Hoechst DNA content imaging, 48 h; Potency, µM (series often up to 46.1 µM), for the others: at the highest dose re-replication activation, actives largely listed as activators; hit rate 1.8% among 340,000; also: potency is read from the fitted curve at half-maximal effect; % of control where 0% means no effect; nearly all actives have a fitted effect of over 55% in size
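Per well, 250 cells were exposed to pinned compound for 48 hr. Nuclear DNA was visualised with Hoechst (40 min, 37 C) and total object intensity recorded by fluorescence scanning.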
IL-1B inflam inh = inhibitors of inflammasome signaling (IL-1 beta secretion). hit rate 4.7% among 360,000. AID 743279. THP-1 LPS/ATP IL-1B secretion, AlphaLISA, 16 h; hits give low values. activity change, % at 57.5 µM; in the data active = activity change below about -50%; inconclusive = mostly about -30% to -49%; also: % is scaled to controls: 0 for no effect and ±100 for the full control effect
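Secreted IL-1B measured by AlphaLISA bead assay after 16 h compound exposure of THP-1 cells; compounds (final up to 57.5 uM) added 1 h before LPS (250 ng/mL) and ATP (1.25 mM) stimulation; lower signal means less secretion.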
MCF10A rerep = DNA re-replication induction in MCF 10a cells; MCF 10A DNA re-replication, Hoechst nuclear intensity, 48 h; Potency, µM (top dose mostly 46.1 µM), for inactives: top-dose activity, positive = re-replication, most hits filed as activators; hit rate 2.9% among 350,000; AID 624296; also: potency is read from the fitted curve at half-maximal effect; % of control where 0% means no effect; nearly all actives have a fitted effect of over 50% in size
HT1080 IDH1KD tx = toxicity to HT-1080 IDH1 knockdown cells (counter line) | HT-1080 IDH1 knockdown viability, ATP luminescence, 48 h | Potency, µM (highest dose often 46.1 µM), for the others: top-dose activity, negative = toxicity, most hits filed as cytotoxic | hit rate 2% among 360,000;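 also: potency is read from the fitted curve at half-maximal effect; 0% = DMSO wells and -100% = cell-free medium wells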
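CellTiter-Glo luminescence after 48 h compound exposure at 37 degrees C of IDH1-knockdown HT-1080 cells in 5% FBS RPMI. %Activity scaled between DMSO wells and cell-free media wells, with curves fitted and assigned curve classes.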
HT1080-NT tox = kills 2HG-producing HT-1080-NT fibrosarcoma cells. HT-1080-NT fibrosarcoma viability, CellTiter-Glo ATP luminescence, 48 h. Potency, µM (series often up to 46.1 µM), for inactives: at the top dose activity, negative = less viability, hits mostly cytotoxic. hit rate 1.6% among 360,000. AID 686970;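 also: NT is the 2HG producing partner of a matched IDH1 knockdown line; potency is read from the fitted curve at half-maximal effect; 0% = DMSO-treated cells and -100% = media-only wells without cells; nearly all actives have a fitted effect of over 55% in size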
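HT-1080-NT fibrosarcoma cells (2HG-overproducing), 750 cells/well in RPMI with 5% FBS, dosed after 2 h and incubated 48 h at 37C. CellTiter-Glo luminescence normalized to DMSO and no-cell wells; concentration-response curves fitted and classed.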
KB-3-1 tox = KB-3-1 parental cell cytotoxicity | KB-3-1 viability, CellTiter-Glo ATP luminescence, 72 h | hit rate 1.4% among 400,000 | Potency, µM (series often up to 46.1 µM), for inactives: at the top dose activity change, negative = cytotoxic, hits mostly cytotoxic; also: potency is read from the fitted curve at half-maximal effect; % is scaled to controls: 0 for no effect and ±100 for the full control effect; nearly all actives have a fitted effect of over 60% in size
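Luminescent ATP read-out (CellTiter-Glo) measures survival of drug-naive KB-3-1 cells after 72 h compound exposure at 37 °C. Titration series was screened from lowest to highest concentration, with DMSO vehicle plates as background controls.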
ATXN2 expr inh = reduces ATXN2 reporter expression in HEK-293 cells | HEK-293 ATXN2-luciferase reporter, luminescence, 24 h | Potency, µM (doses to about 57 µM), without a hit: at the top dose activity change, negative = inhibition, actives largely listed as inhibitors | hit rate 0.72% among 360,000; also: potency is read from the fitted curve at half-maximal effect; % is scaled to controls: 0 for no effect and ±100 for the full control effect; nearly all actives have a fitted effect of over 55% in size
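ATXN2-luciferase reporter cells (luciferase flanked by upstream and downstream ATXN2 gene portions) were treated 24 h at 37 °C with compounds at up to 57 uM. SteadyGlo luminescence gave expression; GF-AFC fluorescence gave viability.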
KB-V1 MDR tox = kills drug-selected multidrug resistant KB-V1 cells | hit rate 3.4% among 400,000 | Potency, µM (highest dose often 46.1 µM), without a hit: at the highest dose activity change, negative = cytotoxicity, usual class: cytotoxic | KB-V1 MDR cells viability, CellTiter-Glo, 72 h; also: potency is read from the fitted curve at half-maximal effect; % is scaled to controls: 0 for no effect and ±100 for the full control effect; nearly all actives have a fitted effect of over 60% in size
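Cytotoxicity toward P-gp-expressing KB-V1 cells was determined as loss of CellTiter-Glo luminescence after 72 h at 37 degrees C. Compounds were tested in quantitative HTS format across a concentration range, with curves fitted to normalized data.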
ATXN viability = viability counter-screen for ATXN expression inhibitors; S2 cells (HEK-293 line with an ATXN2-luciferase reporter) viability, CellTiter-Fluor protease fluorescence, 24 h; Potency, µM (doses to about 56.7 µM), usual class: cytotoxic; hit rate 0.49% among 400,000; AID 651635; also: potency is read from the fitted curve at half-maximal effect; nearly all actives have a fitted effect of over 40% in size
* = called active by the depositor; i = inactive; u = inconclusive; x = not tested or not shown; [ ] = another dose, or the depositor's remark. Unless noted, calls follow the shape of the dose curve; as a rule, active = well fitted curve in the direction sought with a large enough effect; inconclusive = small, poorly fitted or top-dose-only effect, or another doubt; inactive = no such curve, though single readings can be large; an effect the other way counts as inactive or inconclusive.

SMILES	SW480 rereplic	IL-1B inflam inh	MCF10A rerep	HT1080 IDH1KD tx	HT1080-NT tox	KB-3-1 tox	ATXN2 expr inh	KB-V1 MDR tox	ATXN viability
CCCCCCNCc1c(F)cccc1Cl	6.1%	10.9	u	4.9%	16.9%	24.6%	-4.0%	5.6%	i
Nc1ccnc(Oc2ccc(F)cc2)c1	-1.2%	3.9	12.9%	10.5%	u	4.7%	9.8%	5.0%	i
CCOC(=O)c1cc(C(=O)NN)c(=O)[nH]c1C	-40.7%[inhibitor]	-6.3	0.3%	0.4%	9.9%	-2.4%	7.4%	5.7%	i
COc1cc(NC(=O)Nc2cccc(Cl)c2)c(OC)cc1NC(=O)CN1CCCCC1	u	-28.9	u	20.6µM*	u	u	-4.8%	u	u
CCCN(CC1CC1)C(=O)COC(=O)c1ccc(C)cc1O	-1.3%	-6.2	5.4%	-4.7%	-4.0%	-0.6%	-7.8%	3.8%	i
Cc1nc(-c2ccc(NC(=O)c3ccc(Br)o3)cc2)cs1	-4.0%	u	8.1%	u	u	-27.0%	142.0%[activator]	u	i
Cc1cc(C)c(NC(=O)COc2nc3ccccc3nc2C)c(C)c1	-5.6%	19.2	u	13.7%	9.9%	-11.5%	2.4%	u	i
COc1ccc(CN2CCN(S(=O)(=O)c3ccc(F)cc3)CC2)c(OC)c1OC	-2.0%	20.5	u	0.5%	1.6%	-2.4%	-9.8%	u	i
Cc1ccc(NC(=O)CCS(=O)(=O)c2ccc3c(c2)NC(=O)C(C)S3)cc1Cl (centres undefined)	u	104.5	0.0%	-13.0%	-4.7%	-6.4%	-21.9%	-7.0%	i
CN(C)S(=O)(=O)Oc1ccc(C(=O)Nc2cccc(C(F)(F)F)c2)cc1	11.0%	u	5.3%	u	-28.1%	u	u	-18.4%	u
O=C(NNC(=O)c1cccc(O)c1)Nc1ccc([N+](=O)[O-])cc1	-3.0%[1.84 µM]	16.5	1.7%	-1.8%	-0.6%	2.4%	-5.1%	0.0%	i
Cc1ccc(Cl)c(NC(=O)CN2CCNC(=O)C2)c1Cl	-8.2%	43.3	1.8%	-6.7%	-1.6%	-3.6%	-14.4%	-1.7%	i
COc1ccc(NC(=O)CS(=O)(=O)c2ccc(C)cc2)c(OC)c1	-2.4%	-7.4	-13.8%	6.3%	-1.5%	17.6%	1.7%	-0.3%	i
CC(=O)c1cccc(NS(=O)(=O)c2cc3c(cc2C)n(C)c(=O)c(=O)n3C)c1	x	x	x	x	x	14.5%	3.5%	u	i
CC(C)c1nccn1S(=O)(=O)c1cc([N+](=O)[O-])ccc1Cl	-7.6%	0.0	-7.1%	2.1%	10.8%	1.4%	-2.0%	-3.6%	i
CCOc1ccc(NC(=O)CN2C(=O)COc3ccc(S(=O)(=O)Nc4ccccc4)cc32)cc1	x	x	x	x	x	-5.0%	-0.3%	1.5%	u
CS(=O)(=O)N1CCc2cc(C(=O)N3CCOCC3)ccc21	-5.1%	-1.4	-0.5%	7.1%	12.6%	7.8%	-2.9%	-2.5%	i
CCOc1ccc(C(=O)/C=C/Nc2ccc(S(=O)(=O)Nc3cc(C)nc(C)n3)cc2)cc1	25.0%	18.5	6.5%	u	5.7%	2.6%	20.2%	27.6%	i
COc1cccc(C(=O)Nc2nc(-c3ccc(S(=O)(=O)N4CCOCC4)cc3)cs2)c1	4.8%	u	13.0%	-12.2%	-14.1%	0.0%	15.8µM*	0.0%	u
COc1cccc(CNC(=O)C2CCN(C(=O)c3cnn(-c4ccccc4)c3-n3cccc3)CC2)c1	x	x	x	x	x	-16.3%	-11.5%	-4.7%	i
Cc1ccc(-c2noc(CCC(=O)N3CCN(c4cc(C)ccc4C)CC3)n2)cc1	-8.2%	0.4	20.6µM*	2.3%	5.4%	2.9%	-3.9%	0.0%	i
NNC(=O)CSCc1ccc(Cl)cc1Cl	7.1%	0.2	6.0%	-13.6%	-7.1%	19.7%	u	0.1%	i
Cc1ccc(SCC(=O)c2c(C)nc3ccccn23)cc1	-3.3%	u	2.0%	-22.6%	u	u	-12.6%	u	i
COC(=O)[C@H]1Cc2cnoc2C[C@]1(C)C(=O)O	-134.7%[inhibitor]	0.8	-11.4%	2.9%	-3.3%	3.0%	-4.4%	2.2%	i
O=C(CSc1ccc(-c2ccco2)nn1)Nc1cccc(F)c1	-4.2%	i	2.9%	-21.8%	-24.8%	-1.9%	5.1%	10.3µM*	i

(list continues)
SMILES	SW480 rereplic	IL-1B inflam inh	MCF10A rerep	HT1080 IDH1KD tx	HT1080-NT tox	KB-3-1 tox	ATXN2 expr inh	KB-V1 MDR tox	ATXN viability
C[C@H](CO)N1C[C@H](C)[C@@H](CN(C)C(=O)Nc2ccc(C(C)(C)C)cc2)OCc2cnnn2CCCC1=O	x	-9.9	x	-6.6%	1.9%	17.4%	14.3%	u	i
O=C(NCc1ccccc1F)C1CCCN1C(=O)NCc1ccccc1 (centres undefined)	2.3%	11.2	16.5%	17.0%	10.1%	9.9%	5.8%	12.2%	i
O=S(=O)(c1ccc(F)cc1)N1CC2CCCN2c2ccc(C(F)(F)F)cc21 (centres undefined)	-0.3%	-12.2	u	-19.4%	-19.1%	-11.2%	-9.4%	-25.4%	i
CCOc1ccc(N2CC(C(=O)NCCc3ccc(OC)c(OC)c3)CC2=O)cc1 (centres undefined)	1.9%	-8.9	-2.8%	11.2%	7.4%	7.0%	3.7%	-9.6%	i
N#C/C(=C(/O)CN1CCOCC1)c1nc2ccccc2s1	-1.7%	2.2	-3.1%	-4.0%	-6.3%	-14.5%	2.4%	-0.7%	i
COc1ccccc1NS(=O)(=O)c1ccc2c(c1)N(C(C)=O)CC(C)S2 (centres undefined)	-46.3%	11.3	24.2%	-5.6%	-19.9%	-20.1%	x	-8.3%	i
CCCCCCN1CCN(C2CN(Cc3cn(Cc4cc(C)cc(C)c4)nn3)S(=O)(=O)C2)CC1 (centres undefined)	x	u	x	u	u	u	u	-17.6%	u
CC(=O)c1ccc(NC(=O)Cc2ccsc2)cc1	-36.9%[inhibitor]	-22.1	-15.9%	0.3%	8.0%	-4.6%	10.0%	-2.7%	i
CCOc1ccc(/C=N/NC(=O)NC23CC4CC(CC(C4)C2)C3)cc1O	-5.7%	-15.8	11.2%	-22.1%	-15.0%	17.8%	-4.3%	-11.0%	u
O=C(CN(Cc1ccccc1)S(=O)(=O)c1ccc(F)cc1)NCc1ccncc1	6.8%	29.8	4.7%	0.1%	-2.5%	-2.1%	22.3%	-31.0%	i
Cc1cc(NC(=O)c2c(Br)cnn2C)no1	1.9%	14.3	5.5%	10.6%	15.0%	0.2%	12.0%	0.0%	i
Cc1nc(/C=C/c2ccccc2)[nH]c(=O)c1-c1ccccc1	u	-1.3	u	-23.6%	u	u	20.4%	18.4µM*	i
N#CCCNS(=O)(=O)c1ccc(C(=O)OCCCOC(=O)c2ccc(S(=O)(=O)NCCC#N)cc2)cc1	-13.3%	23.4	-23.4%	7.8%	5.8%	6.3%	-2.9%	19.3%	i
CC(=O)NS(=O)(=O)c1ccc(NC(=O)c2cc(-c3ccc(C)c(C)c3)nc3ccccc23)cc1	-0.1%	34.5	3.6%	-5.5%	-15.9%	-10.0%	51.1%[activator]	-10.2%	i
CCS(=O)(=O)NC(=O)C1(C)CCN1C(=O)Cc1ccc(Cl)cc1Cl (centres undefined)	x	9.6	x	-0.5%	15.4%	0.0%	3.5%	-3.6%	i
CNC(=S)NNC(=O)CNc1ccc(C)c(Cl)c1	4.2%	8.2	-8.0%	8.4%	13.0%	3.1%	x	8.6%	i
COc1cc(OC)cc(C(=O)OCC(=O)NC(c2ccccc2)c2ccccc2)c1	3.0%	11.1	3.7%	-0.3%	2.3%	-0.8%	x	15.0%	u
CCC(C)NC(=O)c1ccccc1NC(=O)c1ccc(CSc2ccccc2)cc1 (centres undefined)	4.1%	6.8	u	1.1%	4.1%	1.7%	-11.3%	11.6µM*	i
CCOC(=O)C1=C(COC(=O)[C@@H](NC(=O)c2cccc(C)c2)C(C)C)NC(=O)NC1C (some centres undefined)	-2.0%	35.9	5.2%	-6.9%	-1.2%	20.6%	61.6%[activator]	9.1%	u
COC(=O)C(C(=O)OC)c1ccccc1NS(=O)(=O)c1ccc(C)cc1	x	62.6	x	-14.1%	u	2.1%	x	-3.4%	x
CCOc1cc(-c2c(C#N)c(N)nc3c2CCCC3)ccc1O	-5.0%	-4.5	1.4%	-7.7%	-9.5%	-17.6%	6.5%	u	i
C=C(C)CSc1nc2sc3c(c2c(=O)n1-c1ccccc1)CC(C(C)C)OC3 (centres undefined)	x	x	x	x	x	-1.2%	-3.5%	u	i
CC(C)CCC(O)(c1ccccc1)C(CN1CCOCC1)c1ccccc1 (centres undefined)	5.0%	u	u	u	u	u	u	u	i
COc1cccc(CN2CC(C(=O)NCCc3nccs3)CCC2=O)c1 (centres undefined)	x	-0.4	x	9.7%	-1.1%	15.4%	x	18.5%	i
Cc1nnc(SCc2ccccc2F)n1NCc1cccs1	-3.4%	-25.6	12.1%	-1.4%	2.9%	4.7%	36.6%[activator]	0.0%	i
CC(=O)N1CCCc2cc(S(=O)(=O)N3CCCC(C)C3)ccc21 (centres undefined)	-15.9%	5.3	-4.1%	8.3%	3.7%	-2.5%	4.2%	-0.1%	i
COCCNC(=O)C1CCCN(C(=O)COc2ccc(Cl)cc2Cl)CC1 (centres undefined)	x	-6.9	x	17.1%	27.3%	0.0%	0.4%	3.3%	i

Two entries picked at random from the list so far:
SMILES	SW480 rereplic	IL-1B inflam inh	MCF10A rerep	HT1080 IDH1KD tx	HT1080-NT tox	KB-3-1 tox	ATXN2 expr inh	KB-V1 MDR tox	ATXN viability
COc1cccc(CN2CC(C(=O)NCCc3nccs3)CCC2=O)c1 (centres undefined)	x	-0.4	x	9.7%	-1.1%	15.4%	x	18.5%	i
CCOc1cc(-c2c(C#N)c(N)nc3c2CCCC3)ccc1O	-5.0%	-4.5	1.4%	-7.7%	-9.5%	-17.6%	6.5%	u	i

Source: PubChem (National Center for Advancing Translational Sciences (NCATS))
